KDM5B inhibitor – Primary screen for KDM5B Histone Demethylases FDH-coupled qHTS | Lysine-specific demethylase 5B (Homo sapiens), Q9UGL1 | KDM5B demethylase, FDH-coupled NADH fluorescence (FDH is formaldehyde dehydrogenase) | Potency, µM (highest dose often 57.7 µM), for the others: at the highest dose activity change, negative = inhibition, usual class: inhibitors | 220,000 tested, 2.6% active | AID 1347165, 2019; active means well fitted inhibition curve with a large enough effect; inconclusive means small, poorly fitted or top-dose-only effect; inactive means no such curve, though single readings can be large or run the other way; further: 0% is about no effect; nearly all actives have a fitted effect of over 70% in size
Target sequence (Q9UGL1 whole entry, looked up): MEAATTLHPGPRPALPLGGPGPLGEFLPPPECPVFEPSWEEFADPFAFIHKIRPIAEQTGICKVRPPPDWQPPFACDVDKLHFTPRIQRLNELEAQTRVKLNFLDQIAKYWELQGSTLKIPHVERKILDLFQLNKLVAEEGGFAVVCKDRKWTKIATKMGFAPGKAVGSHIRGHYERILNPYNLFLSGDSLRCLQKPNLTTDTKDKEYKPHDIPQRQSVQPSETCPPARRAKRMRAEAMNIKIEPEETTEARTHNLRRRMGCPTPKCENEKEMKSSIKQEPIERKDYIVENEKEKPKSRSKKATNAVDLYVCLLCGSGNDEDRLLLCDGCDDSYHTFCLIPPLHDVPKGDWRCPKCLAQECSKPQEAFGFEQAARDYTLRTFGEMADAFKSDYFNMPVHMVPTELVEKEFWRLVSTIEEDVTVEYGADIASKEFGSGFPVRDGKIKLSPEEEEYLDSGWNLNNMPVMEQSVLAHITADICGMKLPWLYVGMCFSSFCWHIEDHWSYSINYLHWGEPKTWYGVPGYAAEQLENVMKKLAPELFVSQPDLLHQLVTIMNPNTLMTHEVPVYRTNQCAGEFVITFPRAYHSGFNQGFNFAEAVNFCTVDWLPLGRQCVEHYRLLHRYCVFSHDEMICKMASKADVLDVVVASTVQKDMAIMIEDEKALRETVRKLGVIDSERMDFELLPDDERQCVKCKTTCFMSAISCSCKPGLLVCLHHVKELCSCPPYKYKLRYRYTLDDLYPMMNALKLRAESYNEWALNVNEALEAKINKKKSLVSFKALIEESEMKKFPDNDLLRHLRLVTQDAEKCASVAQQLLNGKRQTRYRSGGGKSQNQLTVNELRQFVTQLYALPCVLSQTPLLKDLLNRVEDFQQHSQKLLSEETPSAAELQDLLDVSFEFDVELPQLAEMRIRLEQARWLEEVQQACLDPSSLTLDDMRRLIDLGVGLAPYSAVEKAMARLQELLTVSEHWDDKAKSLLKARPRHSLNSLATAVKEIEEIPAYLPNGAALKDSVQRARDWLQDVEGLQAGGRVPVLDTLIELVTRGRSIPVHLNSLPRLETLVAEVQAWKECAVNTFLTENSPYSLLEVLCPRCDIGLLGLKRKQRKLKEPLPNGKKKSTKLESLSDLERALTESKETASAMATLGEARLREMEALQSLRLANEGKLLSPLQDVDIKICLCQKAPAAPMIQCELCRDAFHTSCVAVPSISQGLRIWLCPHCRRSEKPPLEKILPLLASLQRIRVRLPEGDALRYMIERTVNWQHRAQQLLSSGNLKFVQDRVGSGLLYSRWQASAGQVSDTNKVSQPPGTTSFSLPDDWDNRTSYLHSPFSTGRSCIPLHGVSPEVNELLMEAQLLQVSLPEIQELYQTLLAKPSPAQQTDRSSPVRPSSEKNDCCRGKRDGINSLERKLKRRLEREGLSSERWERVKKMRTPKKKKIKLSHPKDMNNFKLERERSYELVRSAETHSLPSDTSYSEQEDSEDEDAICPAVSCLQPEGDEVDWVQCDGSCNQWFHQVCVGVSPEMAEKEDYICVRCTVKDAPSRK
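Coupled FDH/NAD⁺ fluorescence readout. KDM5BΔAP 200 nM final; compound titration, 10 min RT preincubation; substrate mix 12.5 µM H3K4me3, 25 µM 2-OG, 50 µM Fe(II), 100 µM ascorbate, 0.25 mM NAD⁺, 0.25 U/mL FDH; ΔRFU over 30 min.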
Starred values were filed as active, the others as inactive; ? = inconclusive; & = joins results of further samples; [ ] = dose if it differs, or a comment. Potency means the concentration at half of the fitted maximal effect. A portion of the library (hit frequency here may not be typical).

KDM5B inhibitor	SMILES
-6%	CCC(=O)Nc1ccc(-c2csc(Nc3ccc(OC)cc3)n2)cc1
12%	COc1ccc(N2CC(C(=O)Nc3c(C)nn(C)c3C)CC2=O)cc1 (stereo not given)
-8%	Cc1ccc2nc(C)c(C(=O)NCc3ccc(N4CCC(C)CC4)nc3)cc2c1
?	Cc1ccc(-c2ncc(C(=O)N3CCOC(CCN)C3)c(=O)[nH]2)cc1 (stereo not given)
26%	CCCNC(=O)N(C1CCOCC1)C1CCN(S(=O)(=O)c2cn(C)cn2)CC1
-25%	COc1ccc(-n2nc3cc(C)c(NC(=O)c4ccc(Br)o4)cc3n2)cc1
-23%	CCCOc1ccc(CNC(=O)C(C)n2nc(C)n3c(cc4occc43)c2=O)cc1 (stereo not given)
27%&14%	Cc1cccc(C)c1NC(=O)C1CCCN1S(=O)(=O)c1ccccc1 (stereo not given)
-15%	Nn1c(Cc2ccccc2)nc2ccccc2c1=O
-4%	CC(=O)Nc1ccc(/C(C)=N\OCC(=O)NC(C)c2ccccc2)cc1 (stereo not given)
20%[86.2 µM]	COc1ccc(CN2CCC3OCCN(Cc4ccccc4)C(=O)C3C2)cn1 (stereo not given)
-16%	Cc1ccc(NC(=O)COc2ccc(-c3nnc4n3CCCC4)cc2)cc1F

Next part
KDM5B inhibitor	SMILES
?	O=c1c2c([nH]n1-c1nc3ccccc3[nH]1)CCCC2
-8%	Cc1ccc(NC(=O)c2nc(S(C)(=O)=O)ncc2N(Cc2ccco2)Cc2ccccc2F)c(C)c1
2%	CCc1ccc(CN2CCC(Oc3ccc(C(=O)NCCOC)cc3Cl)CC2)o1
-17%	CCNC(=O)CCc1c(C)nn(-c2cccc(C)c2)c1Oc1ccc(F)cc1F
-18%	CCn1cc(C(=O)NCCCN(CC(C)C)CC(C)C)c(=O)c2cc(S(=O)(=O)N3CCc4ccccc4C3)ccc21
-5%	O=C(c1ccccc1F)N1CCn2c(nn(-c3ccc(F)cc3F)c2=O)C1
-14%	O=C(NCc1ccccc1)C1Cn2cccc2C(=O)N1Cc1cccnc1 (stereo not given)
?	O=C(Nc1c(C(=O)N2CCN(c3ccccc3F)CC2)oc2ccccc12)c1ccc(Br)o1
-22%	Cc1cc(OC(C)C(=O)N(Cc2ccco2)Cc2ccccc2F)cc(C)c1Cl (stereo not given)
23%	COCCCNC(=O)CN(C)C(=O)CCc1ncc(-c2ccccc2)o1
-30%	COC(=O)c1cc2n(n1)CCN(C(=O)c1cc(-c3ccccc3O)n[nH]1)C2
-11%	CCc1ccc(NC(=O)Cn2c(=O)c(-c3ccccc3NC(C)=O)nc3ccccc32)cc1

Additional entries
KDM5B inhibitor	SMILES
-14%	COc1ccc(Br)cc1C(=O)Nc1nc2ccc(F)cc2s1
-12%	COc1ccc(CN2Cc3cc(NC(=O)c4ccc(F)cc4F)ccc3OC(C)C2=O)c(OC)c1 (stereo not given)
?	Cc1csc(NC(=O)CSc2nc3nc(C)cc(C)n3n2)n1
-23%[115 µM]	Cn1cc(-c2ccc(F)cc2)c2nc(CO)cn2c1=O
9%	C=CCN(Cc1cccc(OC)c1)C(=O)c1ccccc1C#N
1%	COc1ccc(S(=O)(=O)Nc2ccc(Nc3cc(N(C)C)nc(C)n3)cc2)c(C)c1C
?	O=C(NCc1ccccc1-n1cccn1)C1NCCc2[nH]cnc21 (stereo not given)
-5%	Cc1noc(C)c1CC(=O)N1CCCCCC1c1nnc(-c2ccccc2)o1 (stereo not given)
11%	COCCNC(=O)[C@@H]1C[C@@H](O)CN1C1CCN(C(=O)COc2cccc(C)c2)CC1
0%	Cn1c(=O)c2c(ncn2CC(=O)Nc2ccccc2C(=O)NC2CC2)n(C)c1=O
22%	Cc1ccc(C)c(C(=O)OCC(=O)NC2CCC(C)CC2)c1 (stereo not given)
16%	CN(C)S(=O)(=O)N1CCN(C(=O)Cn2nc3c(cc2=O)CCCC3)CC1

Going on with the list.
KDM5B inhibitor	SMILES
-19%	O=C1CC(c2ccccc2)N(C(=O)C2CC2)CCCN(C(=O)COc2ccc(F)cc2)CCN1 (stereo not given)
-6%	CN(CC(=O)N1CCCC1)C(=O)c1ccc(S(=O)(=O)NCc2ccco2)cc1
-7%	Cc1nc(-c2c3n(c(=O)n(Cc4ccc(Cl)cc4)c2=O)CCCC3)no1
-28%	CNC(=O)COc1cccc(N)c1
2%	CCOCCOC(=O)C(C)Oc1ccc2c(=O)c(Oc3cccc(C)c3)c(C(F)(F)F)oc2c1 (stereo not given)
14%	C=CCNC(=O)N[C@H]1C[C@@H](C(=O)N[C@H](Cc2c[nH]c3ccccc23)C(N)=O)N(C(=O)C2CC2)C1
-19%	Cc1cc(C(=O)N/N=C/c2cc(Br)c(Br)o2)n[nH]1
44%[activator]	Cc1ccc(C)c(OC(=O)CSc2nnc(-c3cccs3)o2)c1
11%	CCOC(=O)c1ccc(Oc2coc3cc(OC(=O)N4CCOCC4)ccc3c2=O)cc1
-7%	CCCCOCc1cc(CN2CCN(c3cccc(Cl)c3)CC2)c(O)c2ncccc12
28µM*	O=C(NCc1csc(-c2cnccn2)n1)[C@H]1CCC[C@H](O)C1
3%	O=C(Cc1c[nH]c2ccccc12)N1CCN(C(=O)c2ccccc2)CC1

Other structures.
KDM5B inhibitor	SMILES
-1%	Cc1ccc2c(C)c(CCC(=O)Nc3ccc(F)c(Cl)c3)c(=O)oc2c1
-7%	COc1ccc(CNC(=O)CCCN2C(=O)CSc3c2c(C)nn3-c2ccccc2)cc1
-7%	O=C(Nc1cc2c(cc1C(O)c1ccccc1)OCCO2)c1cccc(Br)c1 (stereo not given)
17%	O=c1[nH]c(CSc2nnnn2-c2ccccc2)nc2ccsc12
-5%	COC(=O)C1(NC(=O)COc2ccc(Cl)cc2Cl)CCCCC1
8%	CCc1ccccc1NC(=O)N1CCC(Oc2ncccc2C(=O)N2CCOCC2)C1 (stereo not given)
4%	COC(=O)c1ccccc1NC(=O)c1cccc(N2CCCN(Cc3ccc(Cl)cc3)C2=O)c1
-6%	Cc1n[nH]c(C)c1CCC(=O)N[C@@H]1CN(S(C)(=O)=O)C[C@H]1CN(C)C
-34%	Cc1noc(C)c1Cc1ccc(C(=O)NC2CCc3nnc(C)n3CC2)o1 (stereo not given)
20%	CC(C)(O)CCc1ccc(C(=O)NCCc2c[nH]c(=O)[nH]c2=O)cc1
22µM*	CN(Cc1nccs1)c1ccc(-c2nc(-c3ccccc3F)no2)cn1
?	Cc1ccc(NC(=O)CSc2nc3n[nH]c(C)c3c(=N)n2-c2ccccc2C)cc1C

Other records:
KDM5B inhibitor	SMILES
12%	Cc1cc(C(=O)N2CCC3(CC2)CNC(=O)C3)cc(S(N)(=O)=O)c1C
16%	O=C(NCCN1CCOCC1)C1CCC(=O)N(CCCc2ccccc2)C1 (stereo not given)
?	O=C(Cc1cccc(Cl)c1)NC1CCN(c2nc3ncccc3o2)CC1
9%	CN(C)CCCNC(=O)CC1Sc2ncccc2N(C)C1=O (stereo not given)
-23%	CC(C)CC(=O)N1C(C(=O)NCC2CCCO2)COC12CCCC(C)C2 (stereo not given)
-20%	O=C(NCc1ccncc1)C1CN(C(=O)COc2ccccc2)CC12CCOCC2 (stereo not given)
11%	Cc1ccc(-c2cc(C(=O)Nc3nccs3)c3ccccc3n2)cc1
10%	CCCCOc1ccc(C2C(=O)N(C3CCCCC3)CC(=O)N2CCCC)cc1 (stereo not given)
-20%	COCCN1C(=O)[C@H]2CN(Cc3ccc(F)c(F)c3)C[C@H]2C1=O
-4%	CNc1c(NC(=O)Cc2ccc(OC)c(OC)c2)c(=O)oc2ccccc12
-30%	Cc1ccccc1NC(=O)Cn1c(=O)n(CCC(=O)N2CCc3ccccc3C2)c(=O)c2ccccc21
3%	O=C(COc1ccc2c(=O)c(-c3ccccc3)coc2c1)OC1CCCCC1

The list continues:
KDM5B inhibitor	SMILES
-14%	COCCOc1ccc2c(n1)CCN(C(=O)c1ccccc1OC)C2
?	CCN1CCN(c2ncc3c(n2)CCN(Cc2sccc2C)C3)CC1
1%	O=C(NC1CCCC1)N1CCC2(CC1)CC(N(C(=O)c1ccccc1)C1CC1)CCO2 (stereo not given)
1%	O=C(COC(=O)c1nc(-c2ccccc2)n(-c2ccccc2)n1)Nc1ccc(Cl)cc1
?	O=C(CN(c1ccc(Cl)c(C(F)(F)F)c1)S(=O)(=O)c1ccccc1)Nc1cccnc1
-1%	COc1nc2ccccc2nc1N1CCC(C(=O)NCc2cccc(C)c2)CC1
12%	Cc1nc2cc(NC(=O)COc3cccc(C)c3C)ccc2o1
-22%	Cn1ccnc1CN1C(=O)CO[C@H](c2ccc(NC(=O)CCc3ccccc3)cc2)[C@H]1CO
10%	Cc1ccc(-c2ncc(C(=O)Nc3ccc(F)cc3C)c(-c3ccncc3)n2)cc1
?	CN1[C@@H](CCC(=O)NCc2ccc(F)cc2)CNC(=O)[C@@H]2[C@H]1CCN2Cc1ccc(C(F)(F)F)cc1
-26%	CCOC(=O)c1cc(-c2ccccc2)n(CCCC(=O)Nc2cccc(Cl)c2C)c1C
14%	C=CCN(CC(=O)OC)Cc1cccs1

Going on with the list:
KDM5B inhibitor	SMILES
1%&-15%	Cc1ccc(C2=NN(CC(=O)NCCN(CC(C)C)CC(C)C)C(=O)CC2)cc1
-25%	CC1(C)CC1(CNC1CCN(c2ccc(C(=O)NCCN3CCOCC3)cc2)CC1)c1ccccc1 (stereo not given)
?	CCOC(=O)c1ccc(-n2c(CCC(=O)O)ccc2-c2ccccc2)cc1O
9%	CC1(C(=O)NC2CCCCC2)Cc2ccccc2C(=O)N1Cc1ccc(Cl)cc1 (stereo not given)
12%[115 µM]	O=C(Nc1ccccc1F)N1CC2CCC(C1)N2Cc1ccc(-c2cccs2)cc1
-19%	COc1ccc(-c2cc(N3CCCN(C(=O)c4ccc(OC)cc4C)CC3)n[nH]2)cc1
10%	CCS(=O)(=O)Nc1ccc(N(C)CCCc2c(C)nn(C)c2C)c(C(=O)O)c1
5%	CC(O)CNS(=O)(=O)c1ccc(Cl)c(Cl)c1 (stereo not given)
0%	Cc1cc(NC(=O)c2c(-c3c(F)cccc3Cl)noc2C)no1
-13%[86.2 µM]	Cc1noc2c(NCc3ccncc3)cc(-c3ccc(Cl)cc3)nc12
12%	CC(C)C(=O)NC(NC(C)(C)C)C(Cl)(Cl)Cl (stereo not given)
13%	CCCCCC1CCC(C(=O)Oc2ccc(C#N)cc2)CC1 (stereo not given)

(further entries)
KDM5B inhibitor	SMILES
4%	O=C(c1ccoc1)N1CCC(c2noc(-c3ccncc3)n2)C1 (stereo not given)
-6%	CCOC(=O)c1c(S(=O)(=O)N2CCCC(C(=O)Nc3ccccn3)C2)c(C)n(C)c1C (stereo not given)
-9%	CC(Oc1ccccc1Cl)C(=O)c1c[nH]c2ccccc12 (stereo not given)
7%	O=C(Nc1cccc2cccnc12)c1cc(-c2ccccc2)nc2ccccc12
16%	CCN(CC)CCN1C(=O)C(=O)/C(=C(/O)c2ccc(C)cc2)C1c1cccnc1 (stereo not given)
-4%	COc1cccc(CNC(=O)c2cc(C)cc(C)c2)c1
12%	C#CCNS(=O)(=O)c1ccc(CCC(=O)O)cc1
10%	O=C(Nc1cc(C(F)(F)F)ccc1Cl)C(Sc1n[nH]c(=O)[nH]c1=O)c1ccccc1 (stereo not given)
-1%	Cc1ccccc1S(=O)(=O)N(CC(O)CN1CCCCC1)c1ccccc1 (stereo not given)
-9%	COc1ccc(C(=O)c2sc(Nc3c(C)cccc3C)nc2N)cc1OC
12%	CC1=C(C(=O)Nc2cccc(C(F)(F)F)c2)C(c2ccc(OC(F)F)cc2)NC(=O)N1 (stereo not given)
3%	Cc1ccc(S(=O)(=O)N(C)CC(=O)Nc2ccccc2OC(F)(F)F)cc1

Additional results follow.
KDM5B inhibitor	SMILES
3%	COc1ccc(OCc2nc(C3CN(C(=O)C4(c5ccccc5)CC4)C3)no2)cc1
-6%	COC(=O)[C@H](Cc1ccc(OC)cc1)NC(=O)[C@@H]1CN(S(C)(=O)=O)CCN1C(C)=O
-29%	COC(=O)COc1ccc(-c2nnc(Nc3ccc(OC)cc3)c3ccccc23)cc1
27%	Cc1noc([C@@H]2CC(F)(F)CN2S(=O)(=O)c2ccccc2)n1
-34%	O=c1n(-c2ccc(F)cc2F)nc2n1CCN(Cc1ccccc1)C2
10%	CCCCCCn1c(N2CCCC2)nc2c1c(=O)[nH]c(=O)n2C

Screens: PubChem BioAssay, National Center for Advancing Translational Sciences (NCATS)
